Diaph act CS = counter-screen for diaphorase-based assays: diaphorase activators and chemical reducers | Diaphorase/resazurin coupled assay, resorufin fluorescence, 16 min; stronger effect = higher value; 1 = vehicle wells, 0 = NADH-free wells | activation factor at 20 µM | 190,000 tested, 0.005% active | AID 1229;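 active means diaphorase activity raised at least twofold by the compound at 20 µM; inactive means activation factor below 2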
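Material: purified diaphorase enzyme from Clostridium kluyveri; Also added: 0.114 mM NADH and 0.1 mM resazurin, final amounts; Doses: single compound dose of 20 µM, 1% DMSO final; Times: 16 min enzyme reaction, ambient temperature; Detection: resorufin fluorescence, excitation 544 nm, emission 590 nm; Measure: increased resorufin signal from activators or reducing compounds.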
PMI act hi M6P = increases human PMI activity with near-saturating mannose 6-phosphate | P34949 | coupled PMI enzyme assay, resazurin fluorescence, 20 min; stronger effect = higher value; 1 = untreated enzyme, 0 = substrate-free blank | activation factor at 20 µM | 190,000 tested, 0.34% active;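 active means activation factor of 2 or more at 20 µM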
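Test system – human PMI in coupled enzyme assay · Timing – 20 min incubation at room temperature · Detection – Diaphorase-driven resazurin-to-resorufin fluorescence, excitation 544, emission 590 nm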
PPARg SRC-1 ag = PPARgamma-driven SRC-1 recruitment agonism; PPARgamma-SRC-1 coactivator recruitment biochemical assay; activation, % at 8 µM; 200,000 tested, 0.41% active; in the data active means activation above about 19%;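 further: 0% = DMSO and 100% = reference agonist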
Target sequence (P37231 whole entry, looked up): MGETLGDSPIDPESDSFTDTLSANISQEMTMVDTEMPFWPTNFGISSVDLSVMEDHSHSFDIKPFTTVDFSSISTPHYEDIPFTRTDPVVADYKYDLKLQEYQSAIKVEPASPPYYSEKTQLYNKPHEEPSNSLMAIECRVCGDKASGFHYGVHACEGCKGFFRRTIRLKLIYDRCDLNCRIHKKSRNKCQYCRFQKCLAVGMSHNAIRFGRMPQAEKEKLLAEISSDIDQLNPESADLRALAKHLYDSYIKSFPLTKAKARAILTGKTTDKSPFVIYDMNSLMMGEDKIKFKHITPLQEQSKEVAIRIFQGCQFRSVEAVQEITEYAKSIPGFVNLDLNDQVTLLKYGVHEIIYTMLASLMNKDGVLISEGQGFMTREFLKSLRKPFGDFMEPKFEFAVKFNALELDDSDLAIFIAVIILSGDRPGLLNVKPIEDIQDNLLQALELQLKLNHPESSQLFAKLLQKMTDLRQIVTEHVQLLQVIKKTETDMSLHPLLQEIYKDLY
TR-FRET SRC-2 ct = flags TR-FRET format artefacts in PPARgamma SRC-2 recruitment agonist screen; TR-FRET artefact counter-screen; stronger effect = higher value; 200,000 tested, 0.4% active; TR-FRET ratio at 8 µM; in the data active means TR-FRET ratio above about 2000; further: inactives centre near 1500
PPARg SRC-3 ag = promotes SRC-3 coactivator recruitment by human PPARgamma; 200,000 tested, 0.26% active; activation, % at 8 µM; biochemical PPARgamma/SRC-3 coactivator recruitment assay; P37231; AID 731; in the data active means activation above about 23%;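 further: 0% = DMSO and 100% = reference agonist; some compounds past the cut are filed as inactive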
Diaph inh CS = diaphorase inhibition or chemical oxidation counter-screen; AID 1217; inhibition, % at 20 µM; 190,000 tested, 0.69% active; diaphorase resazurin-to-resorufin fluorescence, NADH, 16 min; bacterial (C. kluyveri) enzyme, not human;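 active means primary screen inhibition at 20 µM above a set limit, cut at about 50% in these data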;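 further: plate controls were DMSO with full reaction for no effect and wells lacking NADH for full effect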
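Assay system: diaphorase enzyme from Clostridium kluyveri. Quantity: enzyme working solution with 0.14 U/mL diaphorase. Schedule: reaction incubation of 16 min at room temperature. Technique: resorufin fluorescence, excitation 544 nm, emission 590 nm. Controls: No-NADH positive control and DMSO neutral control.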
S1P3 antag = antagonists of human S1P3 receptor; inhibition, % at 4.98 µM; CHO S1P3 NFAT-BLA reporter, FRET fluorescence, antagonist mode; Q99500; 170,000 tested, 0.27% active;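 active means inhibition above the plate cutoff, the mean inhibition of test wells on that plate plus 3 SD, cut at about 28% in these data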;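 further: cells challenged with S1P at its EC80 of 0.8 µM; blue over green emission ratio from cleaved BLA substrate after 4 h stimulation; 0% = S1P-stimulated wells and 100% = unstimulated DMSO-only wells; some compounds past the cut are filed as inactive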
ROMK primary = human ROMK K+ channel modulation, primary screen; P48048; Tet-inducible ROMK, thallium flux fluorescence; actives lie on both sides; B-score at 10 µM; 130,000 tested, 2% active; AID 1918;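 active means signal ratio slope over the read window, or its plate-corrected B-score, at least 3 SD from the plate mean, either direction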;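 further: B-score of the F/F0 ratio slope over 7 to 12 s after thallium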
Target sequence (P48048 whole entry, looked up): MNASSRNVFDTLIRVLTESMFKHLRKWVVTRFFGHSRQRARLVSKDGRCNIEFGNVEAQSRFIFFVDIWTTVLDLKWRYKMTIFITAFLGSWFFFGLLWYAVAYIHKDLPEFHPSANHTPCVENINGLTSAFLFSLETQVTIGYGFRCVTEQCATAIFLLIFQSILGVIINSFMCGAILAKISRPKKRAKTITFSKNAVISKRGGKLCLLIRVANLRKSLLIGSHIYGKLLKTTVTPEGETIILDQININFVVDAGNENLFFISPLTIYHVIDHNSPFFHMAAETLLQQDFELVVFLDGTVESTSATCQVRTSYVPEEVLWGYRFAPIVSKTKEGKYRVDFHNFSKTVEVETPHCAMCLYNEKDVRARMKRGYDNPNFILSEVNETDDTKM
G6PDH counter = inhibits Leuconostoc G6PDH, flagging false hits in G6PDH-based assays | AID 1020 | Purified L. mesenteroides G6PDH, diaphorase/resazurin coupled fluorescence, 45 min | 200,000 tested, 0.12% active | inhibition, % at 5 µM; in the data active means inhibition above about 50%
PMI act = phosphomannose isomerase (human) activation; P34949; purified human PMI, coupled resazurin fluorescence, 20 min; stronger effect = higher value; 1 = vehicle control, 0 substrate-free wells; activation factor at 20 µM; 190,000 tested, 0.005% active; AID 1214;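 active means activation factor of 2 or more at 20 µM, relative to plate controls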
PPARg SRC2 recr = PPARgamma-driven SRC-2 recruitment agonism. PPARgamma LBD-SRC-2 recruitment, biochemical. 200,000 tested, 0.34% active. P37231. activation, % at 8 µM; in the data active means activation above about 22%;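 further: 0% = vehicle and 100% = reference agonist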
* marks the source's active call; other numbers are inactive results; . = no result given.

SMILES	Diaph act CS	PMI act hi M6P	PPARg SRC-1 ag	TR-FRET SRC-2 ct	PPARg SRC-3 ag	Diaph inh CS	S1P3 antag	ROMK primary	G6PDH counter	PMI act	PPARg SRC2 recr
CC1(C)CN(c2ccccc2)N(Cc2ccc(F)cc2)C1=O	1	1	4.9	1653	1.7	-4.9	.	.	4.3	1	13.4
O=c1cc(O)c2ccccc2[nH]1	0.8	0.8	5.7	1723	2.3	16.1	-9.1	-0.226	11.0	0.9	-1.5
CCn1c(-c2ccccc2Cl)nn(CC(=O)Nc2ccccc2OC)c1=S	0.9	1	7.2	1331	-1.7	12.4	.	.	-4.5	1	-0.2
CC1=C(C(=O)OCC2CCCO2)C(c2cccc(O)c2)NC(=O)N1 (stereo not given)	0.9	1	2.2	1522	-6.0	9.2	-16.1	0.209	3.4	1	-2.4
COCCCNC(=O)/C(C#N)=C/c1ccc(F)cc1	1.1	1	3.8	1428	0.2	-9.0	1.5	-3.87*	4.9	1.1	-0.1
O=C(COc1c(Br)cc(Br)c2cccnc12)N1CCc2ccccc2C1	0.7	1	2.2	1649	2.3	27.5	.	-2.07	10.2	0.9	2.9
CCN(CC)CCn1c(=S)[nH]c2ccc(Br)cc2c1=O	0.9	1	-8.6	1621	0.5	14.9	-6.6	-0.253	4.2	0.9	-6.1
COC(=O)CCC(=O)NNC(=O)c1ccc(Br)cc1	1.1	1.1	0.3	1449	1.6	-7.5	.	0.54	3.6	1.1	-0.6
CCCCNC(=S)N(C)/N=C/c1sc(N2CCCCC2)nc1-c1cccs1	0.8	0.9	9.3	1634	4.3	17.2	-4.2	.	3.6	0.9	15.8
COC(=O)COc1cccc(NC(=O)c2cccs2)c1	0.9	1	0.5	1432	-12.9	9.2	-11.8	0.00709	-3.7	0.8	5.5
Cc1cc(N2CCN(S(=O)(=O)c3ccccc3)CC2)c2ccccc2n1	0.7	1	0.8	1672	0.1	26.5	13.5	-2.11	18.5	0.9	3.9
Cc1cc(Oc2ccc(=O)n(C)n2)nc(=S)[nH]1	0.6	0.9	-8.2	1322	-0.8	38.5	0.1	0.632	8.4	0.9	5.0
COc1ccc(N2CS(=O)(=O)/C(=C/N(C)C)C2=O)cc1	1.1	1	-7.5	1450	-1.4	-7.7	.	.	-2.4	1.1	-9.3
CN1C=CC2=C(C#N)C(N)C(C#N)(C#N)[C@H](c3ccccc3)[C@H]2C1 (stereo not given in full)	0.7	0.4	-1.2	1454	-8.0	27.7	.	.	14.1	0.8	2.6
COc1cccc(OC)c1C(=O)NC(=S)N1CCOCC1	0.9	0.8	8.6	1675	4.5	14.2	-12.1	.	4.8	0.9	3.1
CCOc1cc(Br)c(Br)c(C=Nc2ccc(NC(C)=O)cc2)c1O	0.7	0.6	-3.3	1552	6.1	32.6	-3.3	0.787	-2.9	0.8	-7.3
Cc1csc(Nc2ccccc2)n1	0.9	1	6.3	1641	12.3	8.3	2.3	0.56	3.2	1	9.7
Cn1c(=O)c2cnc(N3CCOCC3)nc2n(C)c1=O	1.1	1.1	.	.	.	-8.7	20.2	.	17.3	1.1	.
COc1cc(NC(c2ccccc2)c2ccccc2)cc(OC)c1OC	0.2	0.4	12.0	1690	2.4	76.7*	-20.8	1.21	14.8	0.4	4.8
O=C(NC1CC1)c1cc(OCC(F)(F)F)ccc1OCC(F)(F)F	0.9	1	-0.6	1512	1.3	11.8	-26.5	1.2	-6.1	1	-1.6
CC(=O)Nc1ccc(OCC(=O)NCc2ccc(C)cc2)cc1	0.9	1	-5.7	1455	0.0	11.1	-6.8	1.01	7.7	1	-3.2
O=C(Nc1sc2c(c1C(=O)O)CCCCC2)c1cccs1	0.8	1	2.6	1446	-1.0	17.2	-5.0	-0.273	3.4	1	-1.1
COc1cc(CNCCO)cc(Cl)c1OCc1ccc(Cl)cc1Cl	1.1	0.9	-0.3	1785	2.1	-10.3	-15.0	-0.55	21.7	0.8	0.0
CN(C)c1oc(-c2ccc(Cl)cc2)nc1S(=O)(=O)c1ccccc1	0.8	1.1	3.1	1555	0.3	19.5	3.1	.	3.1	1.1	1.6
C=C(C)c1ccc(C(C)(C)NC(=O)N(Cc2ccccc2)Cc2ccco2)cc1	0.9	0.8	5.0	1500	7.1	5.2	.	.	-6.6	0.8	6.8
NC(=O)C1=C[C@@H](C2CCCCC2)C[C@@H](OCCCCO)O1	0.9	0.7	1.0	1534	0.8	11.9	-0.1	.	7.4	0.9	6.1
CCOC(=O)c1[nH]c2ccc(Br)cc2c1NC(=O)CNC	0.8	1.1	1.9	1654	10.1	15.2	.	0.366	3.5	1	4.9
COCCn1c(C)cc(C(=O)CSc2nnc(-c3cccnc3)n2-c2ccccc2F)c1C	0.8	0.8	7.8	1550	-2.0	23.0	-13.4	.	2.0	0.9	-2.3
Clc1ccc(C2C3=C(Nc4ncnn42)c2ccccc2CC3)cc1 (stereo not given)	0.8	1.2	-2.7	1506	-5.3	22.8	.	-0.801	17.5	0.9	2.4
O=C(NCc1ccncc1)C(=O)NCC(c1ccco1)N1CCN(c2ccccc2)CC1 (stereo not given)	0.9	1	-6.5	1380	2.7	10.8	-16.6	1.07	-1.7	1.1	2.3
CC(=O)Nc1ccc(NC(C)=C(C#N)C#N)cc1	0.9	1.1	4.5	1471	-1.0	7.2	-11.2	0.954	-4.0	1	2.3
Nn1cnnc1N/N=C/c1cc([N+](=O)[O-])c(Cl)cc1Cl	0.9	1.4	0.5	1577	10.1	11.0	.	0.115	12.8	1.1	4.5
C=CCn1c(-c2cc(OC)c(OC)c(OC)c2)n[nH]c1=S	0.8	1	5.0	1471	2.3	16.0	26.2	.	-18.6	0.9	-2.9
Cc1noc2ncnc(Oc3ccccc3)c12	0.9	0.9	0.6	1446	7.7	5.4	.	.	-9.4	0.9	-2.5
Cn1c(=O)c2c(ncn2CC(=O)OCC(=O)Nc2ccc(Cl)cc2Cl)n(C)c1=O	1	1	-2.1	1538	-0.7	2.1	-1.8	-0.0451	0.4	1	3.8
Cc1ccc(NNC(=O)C(O)(c2cccc(C(F)(F)F)c2)c2cccc(C(F)(F)F)c2)cc1	0.8	1.7	-0.6	1448	1.4	23.9	8.7	-2.17	-1.1	1.4	8.8
N#CCCN1CCN(S(=O)(=O)c2ccc(S(=O)(=O)NC3CCCCC3)cc2)CC1	0.9	0.9	-3.4	1493	-0.8	13.1	10.1	.	-12.3	1	4.4
O=C(CCSCc1ccccc1)Nc1ccc2c(c1)OCCO2	0.9	1	9.4	1593	8.9	5.3	-2.1	-1.04	10.0	1	9.6
Cc1cccc(C(C)C)c1-n1nnnc1-c1ccccc1	0.9	1	5.0	1498	7.5	13.0	31.6	0.0417	11.0	1	2.9
CC(C)OCCCn1c(-c2ccco2)nc2nc3ccccc3nc21	0.8	1.6	5.6	1399	-0.4	23.2	-36.4	0.28	-28.3	1.3	0.7
COc1ccc(Cl)cc1NC(=O)C(C)N1CCN(C/C=C/c2ccccc2)CC1 (stereo not given)	0.7	0.9	-2.0	1442	1.6	27.4	.	.	2.0	0.9	-1.4
COc1ccc(N2C(=O)CC(Nc3cccc(C(C)=O)c3)C2=O)cc1OC (stereo not given)	1	1	-1.1	1660	0.6	-4.9	.	-0.345	-4.0	1	10.1
CC(=O)c1c(N2CCN(c3cccc(Cl)c3)CC2)nc(=S)n(-c2ccccc2)c1C	0.4	0.9	0.9	1530	-6.3	61.4*	-1.1	.	-3.7	0.9	4.3
CC(=O)Nc1sc2c(c1C(c1ccccn1)N1CCN(C)CC1)CCCC2 (stereo not given)	1	0.9	5.2	1676	2.7	4.4	0.7	-0.189	-1.3	1	6.0
C#CCOCCOCCOCCNc1nc(N2CCN(C(=O)Cn3cc(CCCN=C(N)N)nn3)CC2)nc(N2CCN(C(=O)[C@H]([C@@H](C)CC)n3cc(CCC(=O)O)nn3)CC2)n1	1.2	1.3	5.0	1421	-1.5	-18.3	-20.4	0.000731	6.5	1.2	-2.5
O=c1c2cccnc2[nH]c(=S)n1CCC1=CCCCC1	0.9	0.9	-3.3	1453	-9.9	6.6	-24.5	.	5.9	0.9	-7.1
CC1=C(C(N)=O)C(c2ccccn2)n2nc(-c3ccccc3Cl)nc2N1 (stereo not given)	0.9	1	-0.1	1489	18.6	10.4	-26.9	.	-10.1	1	-1.1
Cc1ccc(C2c3c(oc4ccccc4c3=O)C(=O)N2c2nnc(C)s2)o1 (stereo not given)	.	.	-1.5	1320	-0.6	.	0.7	.	.	.	-7.3

Complete entries, looked up by structure:
`Cc1ccc(C2c3c(oc4ccccc4c3=O)C(=O)N2c2nnc(C)s2)o1` (stereo not given) as listed: Diaph act CS = .; PMI act hi M6P = .; PPARg SRC-1 ag = -1.5; TR-FRET SRC-2 ct = 1320; PPARg SRC-3 ag = -0.6; Diaph inh CS = .; S1P3 antag = 0.7; ROMK primary = .; G6PDH counter = .; PMI act = .; PPARg SRC2 recr = -7.3
`N#CCCN1CCN(S(=O)(=O)c2ccc(S(=O)(=O)NC3CCCCC3)cc2)CC1` as listed: Diaph act CS = 0.9; PMI act hi M6P = 0.9; PPARg SRC-1 ag = -3.4; TR-FRET SRC-2 ct = 1493; PPARg SRC-3 ag = -0.8; Diaph inh CS = 13.1; S1P3 antag = 10.1; ROMK primary = .; G6PDH counter = -12.3; PMI act = 1; PPARg SRC2 recr = 4.4

The list continues.
SMILES	Diaph act CS	PMI act hi M6P	PPARg SRC-1 ag	TR-FRET SRC-2 ct	PPARg SRC-3 ag	Diaph inh CS	S1P3 antag	ROMK primary	G6PDH counter	PMI act	PPARg SRC2 recr
CNC(=O)CS(=O)(=O)CC(=O)Nc1cc(OCCOC)c(Cl)cc1Cl	0.8	0.9	10.1	1623	0.0	18.6	-3.6	.	2.1	0.9	0.6
CC1CCN(C(=O)CSc2nnc(CNc3ccc(F)cc3)n2Cc2ccco2)CC1	0.7	0.9	-1.6	1492	3.6	27.7	.	-0.0128	9.2	0.8	5.6
O=C(Cn1nc(CNc2ccc(Cl)cc2)[n+]2c1CCCCC2)c1ccc(Cl)cc1	1.1	1.1	2.4	1532	-1.8	-9.2	5.0	-3.24*	0.0	1	0.3
O=C(CCS(=O)(=O)c1cccs1)Nc1ccc(C(=O)NCc2ccc(F)cc2)cc1	0.8	0.9	3.4	1518	5.2	15.3	.	-0.723	13.8	0.8	1.5
CC(C)(C)c1ccc(S(=O)(=O)Nc2ccc3c(c2)COC3=O)cc1	0.8	0.9	-2.8	1582	3.5	18.9	0.3	-0.74	6.6	0.9	0.4
CCn1nnc(NC(=O)c2ccccc2Br)n1	1	0.9	11.2	1530	3.1	4.9	2.0	.	-4.9	0.9	3.4
O=C(CC1NCCNC1=O)OCc1ccccc1 (stereo not given)	0.9	1	3.3	1589	11.2	8.2	7.9	.	0.1	0.9	0.7
O=C(CSC1=Nc2ccccc2C2=NC(c3ccccc3)C(=O)N12)NCC1CCCO1 (stereo not given)	1	1.3	-6.0	1576	-2.0	-2.3	.	0.377	3.7	1.2	-6.6

No enrichment for hits; about 3.3% have a hit in one of these screens.
